# RmlCD inh 1536 – inhibitors of Mycobacterium tuberculosis RmlC and RmlD coupled enzymes; P9WH09+P9WH11; RmlC+RmlD coupled enzyme assay, percent inhibition; primary screen in compound mixtures; inhibition, % at 3.6 µM; hit rate 0.03% among 160,000; AID 1533; in the data active = inhibition mostly above about 34%, no sharp cut-off; also: some results filed as inactive read as strong as hits
# Target sequence (P9WH09 whole entry, looked up): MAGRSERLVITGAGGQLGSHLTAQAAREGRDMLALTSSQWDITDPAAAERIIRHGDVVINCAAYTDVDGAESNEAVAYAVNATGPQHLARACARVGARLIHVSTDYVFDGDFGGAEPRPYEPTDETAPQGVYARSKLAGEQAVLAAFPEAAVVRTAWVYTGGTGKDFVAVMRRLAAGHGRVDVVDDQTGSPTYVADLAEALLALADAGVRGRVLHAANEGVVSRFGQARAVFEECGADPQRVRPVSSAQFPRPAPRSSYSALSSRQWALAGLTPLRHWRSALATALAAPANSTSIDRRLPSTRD
# Target sequence (P9WH11 whole entry, looked up): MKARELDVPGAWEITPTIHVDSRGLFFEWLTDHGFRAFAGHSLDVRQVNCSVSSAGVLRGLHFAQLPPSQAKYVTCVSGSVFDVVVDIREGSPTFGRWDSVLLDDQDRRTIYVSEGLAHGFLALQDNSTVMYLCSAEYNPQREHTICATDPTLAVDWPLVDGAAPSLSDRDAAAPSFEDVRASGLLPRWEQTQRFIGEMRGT
# M. tuberculosis GlmU – inhibition of mycobacterial GlmU enzyme – biochemical, glucosamine-1-phosphate acetyltransferase (AID 1376); M. tuberculosis GlmU acetyltransferase enzyme assay; higher % means a stronger effect; hit rate 0.25% among 220,000; inhibition, %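 (tested at 30 µM in the primary screen)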; hits with a dose series show IC50 in µM; in the data active = inhibition above about 13%;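 also: 0% = complete reaction with vehicle and 100% = reaction without substrate; strong numbers were not always called active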
# Numbers without * were called inactive; nt = no result given. An excerpt. The share of hits here may be higher or lower than overall.
SMILES,RmlCD inh 1536,M. tuberculosis GlmU
Cn1c(Sc2ccc([N+](=O)[O-])cc2C(F)(F)F)nnc1-c1ccccc1,nt,5.5%
O=C(NCCN1CCOCC1)c1ccncc1,-6.0,4.3%
Cc1nc2ccccc2c2oc(C(=O)Nc3ccc(C(C)C)cc3)cc12,-7.8,7.3%
O=C(Nc1ccccc1F)C1CC1c1ccccc1 (centres undefined),22.7,2.8%
CCOC(=O)C1(CCc2ccccc2)CCN(Cc2ccc3c(c2)OCCO3)CC1,nt,1.4%
Cn1cc(CN2CCc3c([nH]c4ccccc34)C2C(C)(C)C)cn1 (centres undefined),nt,-4.1%
COCCn1c(CN2CCc3ccccc3C2)nc2c1c(=O)n(C)c(=O)n2C,-13.3,2.5%
N=c1c2c(ncn1Cc1ccco1)Oc1c(ccc3ccccc13)C2c1ccccc1 (centres undefined),2.9,7.3%
Cc1ccc(F)c(NC(=O)/C(C#N)=C(\O)c2ccc(C(C)(C)C)cc2)c1,-10.3,-4.6%
COc1ccccc1NC(=O)Cn1nc(-c2ccc3c(c2)OCCO3)ccc1=O,0.6,0.7%
C/C(=N\NC(=O)C(N)=O)c1cccc([N+](=O)[O-])c1,-3.6,0.7%
Clc1ccc2c(N/N=C/c3cccc(Br)c3)ccnc2c1,3.6,-3.6%
Cc1ccc[n+](-c2nc([O-])sc2C=O)c1,-4.5,1.9%
CCN(CC)C(=O)Oc1nnc(SC(C)C)n1-c1ccc(Cl)c(Cl)c1,6.0,-5.3%
CC(C)(C)OC(=O)NCCC(=O)Oc1ccc2ccc(=O)oc2c1,7.7,nt

# Full records, looked up by structure. Values in the order: RmlCD inh 1536	M. tuberculosis GlmU
# Shown for `Cc1ccc[n+](-c2nc([O-])sc2C=O)c1` : -4.5	1.9%
# Shown for `O=C(Nc1ccccc1F)C1CC1c1ccccc1` (centres undefined) : 22.7	2.8%

# The results go on:
SMILES,RmlCD inh 1536,M. tuberculosis GlmU
CC(=O)Nc1ccc(Nc2ncnc3c2cnn3-c2ccccc2)cc1,nt,7.3%
O=C(Nc1ccc(F)cc1F)c1ccco1,-3.7,2.9%
N=C1c2ccccc2CN1NC(=O)c1ccc(Cl)cc1,nt,-4.3%
COc1ccc(/C=N/NC(=O)c2ccc(Br)cc2)cc1Cn1cc(Cl)cn1,-8.4,5.2%
C/C(=N/NC(=O)CNC(=O)c1cccnc1)c1ccc([N+](=O)[O-])cc1,0.5,-3.7%
CCN(CC)C(=O)CC(c1ccccc1)c1ccco1 (centres undefined),-6.3,5.0%
CN(c1cccc(NC(=O)c2ccccc2N(C)S(C)(=O)=O)c1)S(C)(=O)=O,nt,3.1%
COc1ccc(C2CC(c3cccc(OC)c3)n3nc(N)nc3N2)cc1 (centres undefined),nt,1.8%
CC(C)(C)c1ccc(C2=CC(c3ccccc3F)n3ncnc3N2)cc1 (centres undefined),nt,5.2%
Cc1cccc(/C=N\NC(=O)c2ccc(Cl)cc2)c1O,-9.0,0.6%
O=C(/C=C/c1ccc(Cl)cc1)NC1CC2CCC1C2 (centres undefined),nt,0.8%
COc1ccc(C2C3=C(CC(C)(C)CC3=O)N(CCN3CCOCC3)C3=C2C(=O)CC(C)(C)C3)cc1,7.4,-3.0%
O=C(NC1CS(=O)(=O)CC1NCc1ccccc1)c1ccccc1 (centres undefined),nt,-1.1%
CC(C)c1ccccc1NC(=S)NCc1ccncc1,0.5,-1.3%
CC(C)[C@H](NS(=O)(=O)c1ccccc1)C(=O)OCC(=O)Nc1ccc2c(c1)OCO2,-13.3,3.0%
CN(Cc1ccccc1)C(=O)c1cc2ccccc2o1,nt,4.3%
Cc1c(C(=O)NN)nc2ccccn12,10.8,-0.3%
Cc1ccc(C)c(SCC(=O)NC(=O)NCc2ccccc2)c1,nt,5.0%
COCCNC(=O)C(C)OC(=O)C1=Cc2ccccc2OC1 (centres undefined),1.7,0.4%
Cc1nc(NCCCn2ccnc2)c2oc3ccccc3c2n1,nt,0.7%
O=C(NCCN1CCN(S(=O)(=O)c2ccc([N+](=O)[O-])cc2)CC1)C(=O)Nc1ccccc1,nt,3.0%
O=C(Nc1nc(-c2ccccn2)cs1)c1ccccc1-n1cnnn1,-5.9,nt
Cc1ccc(-c2noc(CN3CCN(c4ccccc4F)CC3)n2)cc1,7.1,2.9%
COCCn1c(C)cc(/C=C2\NC(=S)N(C)C2=O)c1C,2.0,-4.0%
CC(=O)NC1CCN(CC(=O)Nc2cccc([N+](=O)[O-])c2)CC1,-15.8,0.8%
CCN(CC)S(=O)(=O)c1ccc(NC(=O)[C@@H](NC(=O)c2cc(OC)cc(OC)c2)C(C)C)cc1,nt,-4.8%
CCC(C)(C)NC(=O)c1ccc2c(c1)OCCO2,nt,-8.3%
Cc1cccc(C)c1OCCn1nc(C(=O)O)c2ccccc2c1=O,-11.5,5.4%
O=c1/c(=C/c2ccc(O)c([N+](=O)[O-])c2)sc2nc3ccccc3n12,-7.2,8.4%
CC(NS(=O)(=O)c1ccc([N+](=O)[O-])cc1)C(c1cccs1)N1CCOCC1 (centres undefined),4.3,-2.2%
O=C(c1cc(=O)[nH]c2ccccc12)N1CCN(c2ccc([N+](=O)[O-])cc2)CC1,5.7,nt
Cc1n[nH]c(=O)nc1N/N=C/c1ccc(O)c([N+](=O)[O-])c1,-47.8,5.8%
Cc1cccc(NC(=O)c2ccccc2[N+](=O)[O-])n1,22.2,0.6%
Cc1ccc(-c2ccc(OCC(=O)N3CCOCC3)cc2)cc1,nt,5.8%
CC(CN1CCN(c2ccccc2)CC1)c1ccccc1 (centres undefined),1.8,-6.3%
O=C(NCc1ccccc1)N1CCC(c2nc3ccccc3[nH]2)CC1,14.2,-4.2%
CCOC(=O)C1C(=O)CC(C)(O)C(C(=O)OCC)C1c1ccc(SC)cc1 (centres undefined),2.6,-5.9%
COCCCNC(=S)NC1CC2CCCC(C1)N2Cc1cccs1 (centres undefined),6.4,3.6%
COc1ccc(C2NC(=O)C(C#N)=C(S)N2c2ccccc2)cc1OC (centres undefined),6.5,-0.6%
Cc1nc(CSc2nnc3scc(-c4ccccc4)n23)cs1,nt,6.3%
O=C1C(Cl)=C(N2CCN(Cc3ccccc3)CC2)C(=O)N1c1ccccc1,15.0,3.6%
CC(=O)c1ccc(NC(=O)COC(=O)c2ccccc2Sc2ccccc2C#N)cc1,-5.0,-7.0%
COc1ccc(CNC(=O)c2ccc(NS(=O)(=O)c3c(C)noc3C)cc2)cc1,7.1,1.6%
CC(C)(C)C(=O)Nc1nc(C2CCCN2S(=O)(=O)c2ccc(Cl)cc2)cs1 (centres undefined),nt,-2.0%
Cn1cc(-c2ccccc2C(N)=O)c(=O)c2ccccc21,-8.3,2.6%
CCC(=O)N(c1ccc(F)cc1)C1C=CS(=O)(=O)C1 (centres undefined),nt,4.7%
Cc1ccc2c(c1)c(-c1ccccc1)nc1nnnn12,-12.2,0.1%
CN1C(=O)N(C)C2(c3ccccc3)N(C)C(=O)NC12c1ccccc1 (centres undefined),5.8,-5.1%
Cc1ccc([N+](=O)[O-])cc1N1C(=O)CS/C1=N\NC(=O)c1cccnc1,nt,0.8%
COc1ccc(-n2c(C)nc3c(cnn3-c3ccc(C)cc3)c2=O)cc1,0.5,-3.6%
COc1cccc(C(=O)Nc2ccc(N3CCN(Cc4ccccc4)CC3)cc2)c1,nt,0.4%
COc1ccc(CC(=O)NNc2ncnc3c2cnn3-c2ccccc2)cc1,-120.2,-4.5%
CC(=O)N1CCN(CC(=O)Nc2ccc([N+](=O)[O-])cc2Br)CC1,-8.7,6.5%
CCc1cc2c(SCC(=O)Nc3ccc(Cl)cn3)ncnc2s1,-1.8,-3.8%
COc1ccc(NC(=O)Cc2ccccc2)cc1,nt,1.3%
COc1ccc(OC)c(-c2csc(N(C)C(=O)Cc3ccccc3)n2)c1,-1.5,-3.5%
CCN(CC)C(=O)c1cnn(-c2ccccc2)c1NC(=O)c1cccc(F)c1,nt,1.1%
CCOCCCNC(=O)C1CCN(S(=O)(=O)CC)CC1,nt,3.3%
CC(NC(=S)NCCCN1CCOCC1)C1CC2CCC1C2 (centres undefined),-11.6,8.2%
CO/N=C(\C(=O)N[C@@H]1C(=O)N2C(C(=O)O)=C(COC(C)=O)CS[C@H]12)c1csc(N)n1 (stereo in doubt),nt,-0.6%

# An excerpt of these results, with two lines to a compound:
# Below each compound – RmlCD inh 1536	M. tuberculosis GlmU
> CC(=O)N1CCN(CC(=O)Nc2ccc([N+](=O)[O-])cc2Br)CC1
    -8.7	6.5%
> CCc1cc2c(SCC(=O)Nc3ccc(Cl)cn3)ncnc2s1
    -1.8	-3.8%
> COc1ccc(NC(=O)Cc2ccccc2)cc1
    nt	1.3%

# Remaining list, next part.
SMILES,RmlCD inh 1536,M. tuberculosis GlmU
Cc1nn(C)c(C)c1/C=C1/SC(=S)NC1=O,-2.1,nt
OC(COc1ccc2c(c1)OCO2)CN1CCCC1 (centres undefined),-11.9,-3.7%
Cc1ccc(Cl)cc1N1CCN(C(=O)C2CCN(S(C)(=O)=O)CC2)CC1,0.5,-6.1%
CC(C)CN(Cc1cc(=O)oc2cc3c(cc12)CCCC3)CC(C)C,3.8,-4.1%
Cc1ccc2cccc(OC(=O)c3ccc4c(c3)OCCO4)c2n1,nt,6.7%
CC(=O)Nc1cc2c(=O)n(Cc3ccccc3)c(C)nc2cc1N1CCOCC1,nt,-6.6%
Cc1cccc(C)c1NC(=O)CS(=O)CC(=O)NCCCc1ccccc1 (centres undefined),11.5,1.8%
Cc1cc(-c2nnc(CSc3nnc(NC(=O)c4ccc(C(C)(C)C)cc4)s3)o2)ccc1[N+](=O)[O-],-5.7,5.8%
O=C(O)CSCC(=O)N1CCCN(c2nc3ccc(Cl)cc3s2)CC1,-2.8,2.2%
CCn1c(C)nc2c(C)[n+](CC(=O)c3ccc(Br)cc3)ccc21,-10.1,-0.1%
CC(C)C(=O)Nc1oc(-c2ccccc2)cc1C#N,-9.1,-3.0%
CCC(=O)Nc1ccc(/C(C)=N\NC(=O)c2ccc(OC)cc2)cc1,-10.8,9.2%
Cc1ccc2cc(CCNC(=O)C(C)C)c(=O)[nH]c2c1,4.2,-1.5%
Cc1nc2ncnn2c(C)c1CCC(=O)Nc1ccc(S(=O)(=O)N2CCCCCC2)cc1,1.2,-4.0%
CCC(C)(C)n1nnnc1CN1CCC(O)(c2cccc(C(F)(F)F)c2)CC1,nt,-3.9%

# Fetched one by one from the entries so far:
SMILES,RmlCD inh 1536,M. tuberculosis GlmU
Cc1nn(C)c(C)c1/C=C1/SC(=S)NC1=O,-2.1,nt
Cc1ccc(Cl)cc1N1CCN(C(=O)C2CCN(S(C)(=O)=O)CC2)CC1,0.5,-6.1%
CC(C)C(=O)Nc1oc(-c2ccccc2)cc1C#N,-9.1,-3.0%
O=C(O)CSCC(=O)N1CCCN(c2nc3ccc(Cl)cc3s2)CC1,-2.8,2.2%

# New compounds follow:
SMILES,RmlCD inh 1536,M. tuberculosis GlmU
COC(=O)N/N=C/c1ccc(-c2cc(Cl)cc(Cl)c2)o1,-9.8,7.3%
C[C@@H]1CC[C@@]2(O[C@@H](CCO)C[C@@H](O)[C@@H]2O)O1,nt,-1.6%
COc1cccc(CNC(=O)CN(C)S(=O)(=O)c2cnc[nH]2)c1,-1.0,2.1%
O=C(Nc1ncc2c(n1)CC(c1ccco1)CC2=O)c1ccco1 (centres undefined),nt,3.7%
COc1ccc(CN(C(=O)c2cc3ccccc3oc2=O)C2CCCC2)cc1,nt,-3.0%
COc1cc2c(cc1OC)-c1cc(NC3CCCCC3)nc(=O)n1CC2,nt,1.3%
N#CC1=C2SCCN2C(=O)C(C#N)C12CCCCC2 (centres undefined),nt,-3.8%
CCn1ncc(Cl)c1C(=O)Nc1ccncc1,-2.7,-4.4%
Cc1ccccc1-n1c(-c2ccoc2)nc2ccccc2c1=O,9.1,3.0%
CCn1c(SCc2ccc(C)cc2)nnc1-c1cnccn1,-6.9,1.9%
Cc1cc(C)cc(-n2c(SCC(=O)NCc3ccc4c(c3)OCO4)nc3ccccc3c2=O)c1,-7.1,1.4%
COc1ccc(CNC(=O)CN2C(=O)CC(c3ccccc3)=Nc3ccccc32)cc1,-0.2,0.7%
Cc1noc(C)c1CSc1nnc(-c2cc(Cl)ccc2Cl)n1N,97.4,-3.1%
CC(C)(C)c1nnc(NC(=S)Nc2ccccc2)s1,-9.0,1.1%
CCCc1cc(C(=O)Cc2nc3ccccc3s2)c(O)cc1O,nt,-3.2%
CCOc1ccc(N(CC(=O)NC(C)CC)S(C)(=O)=O)cc1 (centres undefined),nt,7.4%
N=c1ccn(Cc2cccc(Cl)c2)cc1,nt,0.2%
CN1CCN(c2nc(NCc3ccco3)nc(N)c2[N+](=O)[O-])CC1,-3.1,1.5%
CCc1cc(C(=O)N2CCCC(CCC(=O)NCc3cccc(OC)c3)C2)no1 (centres undefined),16.8,1.8%
O=C(Cc1csc(Nc2nc(=S)[nH]c3ccccc23)n1)N1CCN(c2cccc(Cl)c2)CC1,-2.2,-1.7%
O=C(CS(=O)CC(=O)N(CC(=O)NC1CCCC1)C1CCCC1)Nc1ccc(F)cc1 (centres undefined),-1.2,5.8%
COc1ccccc1-c1cc2nc(C)cc(C)n2n1,13.9,-1.3%
CC(C)Sc1nc(N2CCOCC2)c2c(c1C#N)CC(C)(C)SC2,-12.0,-1.4%
CN(CCO)c1ccc(-c2nn(C)c(=O)c3ccccc23)cc1[N+](=O)[O-],-6.1,1.8%
COc1cc(NC(=O)c2cccnc2SC)cc(OC)c1,28.1,-0.3%
COc1cccc(N2CCN(C3CC(=O)N(c4ccc(F)c(Cl)c4)C3=O)CC2)c1 (centres undefined),nt,0.4%
COc1ccccc1NS(=O)(=O)c1cc(NC(=O)c2cc[n+]([O-])cc2)ccc1N1CCCC1,12.0,-6.3%
Cc1ccc(CN2CCc3[nH]c(=O)[nH]c(=O)c3C2)cc1,-2.4,-2.6%
COc1ccc(CNC(=O)c2cccc(N3CCCC3=O)c2)cc1,nt,3.7%

# High-throughput results deposited in PubChem by several laboratories.
